SARS 3CLpro inh: SARS-CoV 3CLpro protease inhibition; P0C6X7; recombinant SARS-CoV 3CLpro, quenched FRET peptide cleavage; inhibition, % at 6 µM; 290,000 compounds, 0.14% hits; AID 1706; in the data active = inhibition above about 12%
SSB-PriA inh: blocks PriA binding to SSB C-terminal tail; AlphaScreen SSBct-PriA binding, biotinylated peptide; inhibition, % at 33 µM; 430,000 compounds, 0.6% hits; in the data active = inhibition mostly above about 37%, no sharp cut-off; inactive = mostly below about 20%;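 also: plate controls were negative control peptide for no effect and reference peptide for full effect; strong numbers were not always called active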
GDH-TPI counter: inhibits GDH-TPI coupling enzymes, artifact for Mtb FBA screen; inhibition, % at 4.8 µM; 360,000 compounds, 1.2% hits; GDH-TPI coupled enzyme counterscreen, NADH absorbance; AID 588335; in the data active = inhibition above about 30%;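 also: 0% = DMSO wells and 100% = wells lacking the enzyme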
Mtb UGM inh: inhibitors of M. tuberculosis UDP-galactopyranose mutase. purified UGM, fluorescence polarization probe displacement. inhibition, % at 10 µM. 320,000 compounds, 0.06% hits. AID 504406; in the data active = inhibition above about 10%, passing the limit was not always enough
Target sequence (P9WIQ1 whole entry, looked up): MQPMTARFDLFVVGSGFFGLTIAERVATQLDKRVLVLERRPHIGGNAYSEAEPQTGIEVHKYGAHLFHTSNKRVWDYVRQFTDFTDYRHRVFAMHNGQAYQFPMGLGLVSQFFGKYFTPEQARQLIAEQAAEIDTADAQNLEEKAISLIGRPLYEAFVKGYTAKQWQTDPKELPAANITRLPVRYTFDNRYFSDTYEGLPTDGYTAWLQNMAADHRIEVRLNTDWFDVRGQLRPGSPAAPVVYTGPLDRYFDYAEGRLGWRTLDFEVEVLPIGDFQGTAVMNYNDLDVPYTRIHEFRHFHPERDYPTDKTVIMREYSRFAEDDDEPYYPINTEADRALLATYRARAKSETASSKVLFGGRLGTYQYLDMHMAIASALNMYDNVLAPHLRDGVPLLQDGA
DUSP3 inh: inhibitors of human VHR1 phosphatase (DUSP3). recombinant VHR phosphatase, pNPP absorbance. P51452. AID 1654. inhibition, % at 13.3 µM. 290,000 compounds, 0.52% hits; in the data active = inhibition above about 50%; also: some compounds called inactive have numbers as strong as hits
Mtb FBA inh: Mtb fructose-bisphosphate aldolase inhibition; 360,000 compounds, 2.3% hits; inhibition, % at 1 µM; P9WQA3; purified M. tuberculosis FBA, fluorescence read-out; in the data active = inhibition above about 27%;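 also: 0% = vehicle and 100% = reference inhibitor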
Target sequence (P9WQA3 whole entry, looked up): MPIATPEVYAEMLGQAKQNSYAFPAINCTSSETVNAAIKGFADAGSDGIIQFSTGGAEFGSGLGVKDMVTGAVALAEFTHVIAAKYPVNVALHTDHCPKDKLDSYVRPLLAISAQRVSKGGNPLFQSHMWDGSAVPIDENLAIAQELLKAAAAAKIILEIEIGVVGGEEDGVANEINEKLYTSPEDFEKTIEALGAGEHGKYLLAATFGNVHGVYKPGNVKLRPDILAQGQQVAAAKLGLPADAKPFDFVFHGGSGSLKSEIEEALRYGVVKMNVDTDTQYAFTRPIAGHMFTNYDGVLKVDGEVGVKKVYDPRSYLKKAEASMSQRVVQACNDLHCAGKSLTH
MazF activator: activators of E. coli MazEF toxin-antitoxin RNase; activation, % at 20 µM; AID 504720; 350,000 compounds, 0.32% hits; FAM/BHQ RNA-DNA oligo cleavage fluorescence, 5 h; P0AE70; in the data active = activation above about 50%
Target sequence (P0AE70 whole entry, looked up): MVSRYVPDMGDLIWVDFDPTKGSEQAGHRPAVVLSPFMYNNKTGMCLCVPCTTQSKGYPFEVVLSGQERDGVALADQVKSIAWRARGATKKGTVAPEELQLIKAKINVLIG
Vc quorum ag: induces V. cholerae light production without autoinducers | V. cholerae BH1578 lux reporter, luminescence, 6 h | activation, % at 18.7 µM | 350,000 compounds, 0.16% hits; in the data active = activation mostly above about 9.7%, no sharp cut-off; also: not every result past the cut was called active; inactives centre near 0; reference of the scale not given here
Rv3671c inh: Rv3671c (M. tuberculosis) protease inhibition; P9WHR9; inhibition, % at 5.96 µM; 320,000 compounds, 0.048% hits; AID 2606; in the data active = inhibition above about 38%;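 also: extracellular domain of Rv3671c used as enzyme; 0% = enzyme with DMSO and 100% = no enzyme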
BioA inh: blocks M. tuberculosis BioA enzyme activity. AID 602481. purified M. tuberculosis BioA enzyme, plate reader. inhibition, % at 9.99 µM. 360,000 compounds, 0.096% hits; in the data active = inhibition above about 40%
* hit, by the source's call; i = inactive; . = not tested or not shown. A portion of the library, so the mix of outcomes need not match the whole.

canonical_smiles,SARS 3CLpro inh,SSB-PriA inh,GDH-TPI counter,Mtb UGM inh,DUSP3 inh,Mtb FBA inh,MazF activator,Vc quorum ag,Rv3671c inh,BioA inh
O=C(NCc1cccs1)Nc1ccc(Cl)cc1,-4,-15,3,0.5,-1,2,8,i,-2,-4.4
Cc1ccc(S(=O)(=O)NCCC(=O)N2CCCCCC2)cc1,.,-6,-2,-0.9,.,2,2,-5.6,4,.
O=C(NCCCn1ccnc1)C(=O)NCC1OCCN1S(=O)(=O)c1cc(F)ccc1F (centres undefined),-2,70*,2,-0.5,1,4,1,-0.7,-4,-1.1
Nn1c(SCC(=O)NC(=O)NCc2ccco2)nnc1-c1ccc(OC(F)F)cc1,0,-4,4,1.1,31,-1,2,-0.7,-7,-0.7
O=C(NCCN1CCCCCC1)c1ccc(CS(=O)(=O)c2ccc(Br)cc2)o1,-2,23,3,-5.7,3,1,8,-0.6,-10,-2.5
CCOc1ccc(CCNC(=O)C2CCN(S(=O)(=O)N3CCC(C)CC3)CC2)cc1OCC,-3,-7,5,-2.1,-17,1,-15,i,1,2.3
N#Cc1nn(-c2ccccc2)nc1N1CCCCC1,1,-20,12,0.5,-11,38*,2,-0.3,1,3.7
Cc1ccc(S(=O)(=O)N2CCCC(C(=O)NCCCN3CCCCC3C)C2)cc1 (centres undefined),0,5,2,0.1,-8,2,1,0.7,-5,-2.2
COc1ccccc1OC1OC2COC(c3ccco3)OC2C(O)C1NC(C)=O (centres undefined),0,6,3,2.2,26,-5,-3,-0.1,3,.
COc1cccc(CN2CCC(C(=O)N3CCN(c4ccccc4F)CC3)CC2)c1,1,-10,1,5.9,-2,2,10,-0.4,1,-0.5
CC(C)CNC(=O)c1nc(-c2ccccc2)n(-c2ccccc2)n1,-4,-25,-2,0.0,13,-1,9,.,-2,0.7
CCc1c(C)sc(NC(=O)c2cnn3cccnc23)c1C#N,-2,-10,20,1.4,-5,5,8,-0.4,1,.
Cc1ccc(C(=O)COc2ccc3ccc(=O)oc3c2)cc1,1,-2,30,-2.5,21,1,6,-0.4,-4,.
CCNC(=O)NC(=O)COC(=O)c1cccc(S(=O)(=O)N2CC3(C)CC2CC(C)(C)C3)c1 (centres undefined),.,-7,-1,-0.9,.,2,-2,-5.7,-7,.
O=C(COC(=O)/C=C/c1ccc(F)cc1)NCc1ccco1,-1,-12,-11,-0.1,7,-7,4,-2.1,-2,-2.0
COc1ccc(C2/C=C\CN(S(=O)(=O)c3ccc(C)cc3)CC(=O)N2Cc2cccc(F)c2)cc1 (centres undefined),.,1,11,.,.,1,0,-1.5,.,-1.1
CC(=O)Nc1ccc(S(=O)(=O)N2CCN(Cc3cccs3)CC2)cc1,1,-10,-7,-3.0,19,4,6,0.7,11,.
O=C(c1ccc(F)cc1)N1CCC(C(=O)N2CCN(S(=O)(=O)c3cccc(Cl)c3)CC2)CC1,.,-1,0,0.4,.,-2,1,-1.2,-3,0.5
Cn1ccnc1C(=O)c1cccc([N+](=O)[O-])c1,4,-2,6,0.2,22,-2,5,-0.5,-4,-2.4
O=C(CCl)Nc1c2c(nn1-c1ccccc1)CSC2,1,-9,-7,0.3,-14,-1,17,11,-1,-0.6
Cc1ccc(S(=O)(=O)c2nc(S(C)(=O)=O)sc2N2CCN(C)CC2)cc1,3,-11,17,4.9,56*,-5,5,i,-2,0.8
O=C(CCc1nnc(CCCc2ccccc2)o1)NC(C1CC1)C1CC1,0,5,1,2.2,22,-2,6,-0.2,2,.
CC(C)CCOc1ccccc1C(N)=O,0,0,-3,-0.8,28,5,4,i,-10,-1.3
COc1ccc2c(C(=O)CN3CC(C)OC(C)C3)c[nH]c2c1 (centres undefined),1,4,12,3.9,7,2,5,-1.7,6,0.8
O=C(Cn1nc(-c2ccc(Cl)cc2)c2ccccc2c1=O)NCC1CCCO1 (centres undefined),0,-8,2,-4.2,26,1,3,i,-3,-3.9
CC(C)CNC(=O)/C=C/C=C/CCCC/C=C/c1ccc2c(c1)OCO2,.,-16,9,-1.7,.,0,-4,-0.4,2,-0.2
COCC(=O)N1CCC(Oc2ccc(C(=O)NCc3cc(C)n(C)n3)cc2)CC1,-4,-4,4,-3.5,-13,2,0,i,.,-0.4
O=C1C2CCCN2C(c2cccnc2)N1c1ccc(Cl)c(Cl)c1 (centres undefined),-1,-9,3,3.4,13,0,2,i,8,0.1
Cc1cc(C)c(NC(=O)Nc2ccccc2C)c(Cl)c1,0,3,-14,0.4,1,2,-1,-0.5,9,.
C=CCNC(=S)Nc1sc2c(c1C(=O)OCC)CC(C)(CC)OC2 (centres undefined),4,-9,10,1.8,-10,-3,-1,i,-13,.
COc1cccc(N2CCN(C(=O)c3ccc4nc(N5CCC(C)CC5)sc4c3)CC2)c1,4,.,.,0.2,14,.,.,.,2,.
CCN(CC)S(=O)(=O)c1ccc2c(c1)NC(=O)C1CCCN21 (centres undefined),1,-14,-1,-0.3,10,2,-13,i,-19,1.3
O=C(CCCNC(=O)/C(=C\c1ccccc1F)NC(=O)c1ccccc1)OCc1ccccc1,-1,-3,2,0.3,25,4,-9,i,5,-2.1
CCC1(C)COC2(OC1)C(=O)Nc1ccccc12 (centres undefined),-2,-11,-4,3.7,-5,-4,2,-3.0,-6,-0.4
O=C(NCC1CCN(Cc2ccc(F)cc2)CC1)C1CCCN(c2ncnc3c2nc2n3CCCCC2)C1 (centres undefined),-5,-4,11,-1.2,6,3,-11,i,7,-0.8
COc1ccc(C2c3ccc4ccccc4c3Oc3ncn4nc(Cc5ccccc5)nc4c32)cc1OC (centres undefined),-4,14,1,-0.2,-5,2,-14,-0.2,-15,.
COc1ccccc1NC(=O)CSc1ccc2nnc(-c3ccc(C)cc3)n2n1,-2,-4,-9,0.2,26,1,5,-0.1,-9,0.1
CCOc1ccccc1NC(=O)COC(=O)CSc1ccc(Cl)cc1,-5,-64,1,1.4,5,0,1,i,-2,.
COc1cccc(NC2=C(Cl)C(=O)OC2OC(=O)c2ccco2)c1 (centres undefined),1,-20,0,-2.0,43,0,-7,-0.1,15,.
O=C(NC1CCCCCCC1)c1ccc(Br)cc1,.,-5,13,2.7,.,-1,5,i,2,8.5
NC(=O)CC(NC(=O)c1cccc(Br)c1)c1ccc(N2CCC(N3CCCCC3)CC2)c([N+](=O)[O-])c1 (centres undefined),-3,-12,1,1.1,-18,0,6,0.3,-10,1.0
COc1ccc(-c2[nH]ncc2-c2cnc(C)s2)c(O)c1,-5,-7,1,-1.7,15,1,2,-0.4,-5,0.5
CC1(C)CC(NC(=O)Cc2ccccc2[N+](=O)[O-])CC(C)(C)N1,2,-17,3,2.5,-7,-4,6,i,-4,.
Cc1ccccc1NC(=O)C1CCCN1S(=O)(=O)c1ccc2c(c1)n(C)c(=O)c(=O)n2C (centres undefined),0,-12,18,1.8,-11,9,17,-0.2,-4,-0.6
C/C(N)=C(/C#N)C(=O)COC(=O)C1CSC2(c3ccc(F)cc3)CCC(=O)N12 (centres undefined),-1,-4,6,-6.0,11,0,-21,-0.5,1,1.4
CN(C)CCCn1c(SCC(=O)Nc2nccs2)nnc1-c1ccncc1,0,-12,-1,-1.7,22,0,-33,-3.8,-5,-0.7
Cc1nn(C)c(C)c1NC(=O)CSc1nc(Cc2ccccc2)nc2c1cnn2-c1ccccc1,-5,-13,-11,-2.4,.,-3,-45,5.4,4,.
CCOCC(=O)Nc1cc(C(=O)NCCC(C)C)ccc1Cl,0,.,.,2.9,7,.,.,.,2,.
O=C(CSc1nnnn1C1CCCCC1)N1CCCC1,3,-5,6,-1.4,12,-8,4,-6.7,9,0.1
CCN(CC)C(=O)c1ccccc1NC(=O)c1ccccc1,2,-2,4,3.3,7,3,-1,-0.3,-2,-1.1
OCCCn1c(CCNc2nc(-c3ccc(Cl)cc3)cs2)nc2cc(C(F)(F)F)ccc21,.,4,7,-1.8,.,2,-1,-5.0,-1,-0.6
CN(C)S(=O)(=O)N1CCN(c2ccnc3cc(Cl)ccc23)CC1,-2,-12,16,0.4,47,0,4,-1.7,3,0.7
O=C(CSc1nnc(Cc2ccc(Cl)cc2)o1)Nc1ccccc1,7,-15,2,-1.1,13,0,-4,0.9,-5,.
O=C(NCc1ccco1)c1cccc(N2CCCC2=O)c1,4,-18,-11,0.6,2,1,8,-0.1,8,-0.3
C/C(N)=C(/C#N)C(=O)CSc1nc2ccccc2n1CC(C)C,-2,.,-1,-0.8,-7,1,-3,-0.2,-2,.
CCOC(=O)N1CCC(NC(=O)CCc2ccccc2)CC1,-3,-5,0,-0.7,-16,0,0,i,6,-0.3

The results go on.
canonical_smiles,SARS 3CLpro inh,SSB-PriA inh,GDH-TPI counter,Mtb UGM inh,DUSP3 inh,Mtb FBA inh,MazF activator,Vc quorum ag,Rv3671c inh,BioA inh
Cc1cccc[n+]1CC(=O)c1ccc(Cl)cc1,-5,-18,4,0.4,.,0,9,i,-12,-0.2
COc1ccc(CNC(=O)c2ccc(Br)s2)cc1OC,-10,-4,-1,2.3,27,-1,3,i,-4,7.0
CCN1C(=O)CC(N2CCOCC2)C1=O (centres undefined),1,1,2,0.1,15,2,-3,i,2,-1.7
Cc1ccc(-c2nc3c(Cl)cc(Cl)cc3c(=O)n2O)cc1,9,5,13,-1.0,7,6,-13,0.4,-7,2.1

Retrieved by compound from the list above (four):
canonical_smiles,SARS 3CLpro inh,SSB-PriA inh,GDH-TPI counter,Mtb UGM inh,DUSP3 inh,Mtb FBA inh,MazF activator,Vc quorum ag,Rv3671c inh,BioA inh
Cc1cccc[n+]1CC(=O)c1ccc(Cl)cc1,-5,-18,4,0.4,.,0,9,i,-12,-0.2
COc1ccc(CNC(=O)c2ccc(Br)s2)cc1OC,-10,-4,-1,2.3,27,-1,3,i,-4,7.0
Cc1ccc(-c2nc3c(Cl)cc(Cl)cc3c(=O)n2O)cc1,9,5,13,-1.0,7,6,-13,0.4,-7,2.1
CCN1C(=O)CC(N2CCOCC2)C1=O (centres undefined),1,1,2,0.1,15,2,-3,i,2,-1.7

Compound activity as filed in PubChem BioAssay.
